Source: PubChem BioAssay
M. tuberculosis HTS: M. tuberculosis growth inhibition, HTS (AID 449762) | M. tuberculosis H37Rv growth inhibition, 7H9 media; higher % means a stronger effect | hit rate 0.59% among 330,000 | one-dose inhibition, % at 25 µM; IC50 in µM for titrated hits; in the data active = a potency from the dose series; inconclusive = inhibition above about 70% without an active follow-up result;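 note: bacterial growth assessed after seven days of incubation; strong numbers were not always called active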
H1N1 NS1A inhibition: H1N1 influenza NS1A inhibitors, functional cell based assay (AID 504329). hit rate 0.3% among 340,000. NS1A functional cell-based assay, percent inhibition; higher % means a stronger effect. inhibition, % at 12.5 µM; hits with a dose series show IC50 in µM; in the data active = a potency from the dose series; inconclusive = inhibition above about 27% without an active follow-up result; note: strong numbers were not always called active
inhibitors of VEEV: inhibitors of VEEV TC-83 cytopathic effect, confirmation, Vero cells (AID 588727). Vero cells, VEEV TC-83 cytopathic effect inhibition; higher % means a stronger effect. one-dose inhibition, % at 20 µM; IC50 in µM for titrated hits. hit rate 0.13% among 350,000; in the data active = a potency from the dose series; inconclusive = inhibition mostly from about 14% at the one dose, without a potency; inactive = the rest, 99 in 100 with inhibition below about 12%; note: strong numbers were not always called active
PhoP GFP inhibition: Inhibition of PhoP regulon, Salmonella typhi GFP reporter cells, confirmation, 4 h (AID 1850); hit rate 0.33% among 310,000; Salmonella Typhi PhoP-promoter GFP reporter, fluorescence, 4 h; higher % means a stronger effect; inhibition, % at 50 µM, or IC50 in µM where a hit was titrated; in the data active = a potency from the dose series; inconclusive = inhibition mostly from about 25% at the one dose, without a potency; inactive = the rest, 99 in 100 with inhibition below about 19%;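 note: 0% = induced wells with vehicle and 100% = uninduced wells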
tuberculosis growth: growth inhibition of non-replicating M. tuberculosis (AID 488890); inhibition, % at 25 µM; hits with a dose series show IC50 in µM; Mycobacterium tuberculosis non-replicating, growth inhibition; higher % means a stronger effect; hit rate 0.39% among 320,000; in the data active = a potency from the dose series; inconclusive = inhibition mostly from about 82% at the one dose, without a potency; inactive = the rest, 99 in 100 with inhibition below about 76%;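 note: plate controls were DMSO cells for no effect and high antibiotic wells for full effect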
* marks the source's active call; other numbers are inactive results; i = inactive; u = inconclusive; x = not tested or not shown. Compounds as they come; overall some 1.6% were active at least once.

The line under a structure holds: M. tuberculosis HTS	H1N1 NS1A inhibition	inhibitors of VEEV	PhoP GFP inhibition	tuberculosis growth
COc1ccc(C(C)(C)C)cc1S(=O)(=O)N1CCC(C(N)=O)CC1
→ -17%	-1%	0.2%	-8%	-7%
O=C(Cc1cc(=O)[nH]c(=O)[nH]1)N1CCN(C(=O)c2ccco2)CC1
→ -4%	-3%	0.5%	x	x
CCN1CCN(c2ccc(NC(=O)c3cccc(N4CCCC4=O)c3)cc2)CC1
→ -5%	2%	3.7%	-12%	2%
COc1ccc(Oc2c(C)oc3c(CN(C)C)c(O)ccc3c2=O)cc1
→ 0%	-16%	0.6%	6%	8%
CCn1c2ccccc2c2cc(NC(=O)C(=O)N3CCOCC3)ccc21
→ 12%	-2%	6.5%	0%	-9%
Nc1c(C(=O)CSc2n[nH]c(-c3ccccc3Br)n2)c(=O)[nH]c(=O)n1C1CC1
→ -7%	-7%	0.5%	x	-7%
CC(Oc1ccc(Cl)cc1)c1ccnn1S(C)(=O)=O (stereo not drawn)
→ 2%	18%	i	12%	13%
Cc1[nH]nc(Nc2ccc(Br)cc2)c1[N+](=O)[O-]
→ -8%	-12%	7.3%	12%	2%
CCS(=O)(=O)n1nc(-c2ccco2)nc1SC
→ -2%	-6%	1.8%	-2%	19%
COc1ccc(OCCCC(=O)Nc2cccc(S(=O)(=O)N3CCCCCC3)c2)cc1
→ 5%	-8%	5.8%	x	40%
COC(=O)C1CCN(C(=O)c2ccc(OC3CCN(Cc4ccccn4)CC3)cc2)CC1
→ -2%	2%	i	0%	-3%
C/C(=N/NC(=O)CNC(=O)COc1cccc(C)c1)c1ccco1
→ -2%	-2%	i	3%	-3%
O=C(NCc1nnc(SCC(=O)N2CCN(c3ccccc3)CC2)o1)c1c(F)cccc1F
→ -4%	-7%	4.4%	-4%	37%
CN1CC(C(=O)c2cccc(C(F)(F)F)c2)C(c2ccc(Cl)cc2)C1 (stereo not drawn)
→ 11%	-3%	i	10%	39%
COc1cc(OC)cc(C(=O)O/N=C(\N)c2ccccn2)c1
→ -5%	x	12%	1%	5%
CCn1c2ccccc2c2nnc(SCC(=O)NC3CCS(=O)(=O)C3)nc21 (stereo not drawn)
→ -1%	-6%	0.6%	-5%	-2%
O=C1CC[C@@H](CN(Cc2ccccn2)Cc2nc(-c3ccc(C(F)(F)F)cc3)no2)N1
→ -7%	-16%	7.0%	-10%	8%
Nc1nccnc1C(=O)OCC(=O)NNC(=O)c1ccccc1
→ -12%	0%	2.5%	-10%	-8%
COc1ccc(CC(C)N2CCN(c3ccccc3)CC2)cc1OC (stereo not drawn)
→ -6%	0%	0.0%	-4%	-7%
Fc1ccccc1CNC(=S)NCc1ccc(Cl)cc1
→ 5%	-7%	4.9%	-6%	u

Full records from above. Order of values: M. tuberculosis HTS	H1N1 NS1A inhibition	inhibitors of VEEV	PhoP GFP inhibition	tuberculosis growth
Listed for `Nc1nccnc1C(=O)OCC(=O)NNC(=O)c1ccccc1` : -12%	0%	2.5%	-10%	-8%
Listed for `COc1cc(OC)cc(C(=O)O/N=C(\N)c2ccccn2)c1` : -5%	x	12%	1%	5%
Listed for `Fc1ccccc1CNC(=S)NCc1ccc(Cl)cc1` : 5%	-7%	4.9%	-6%	u

Remaining list, next part:
The line under a structure holds: M. tuberculosis HTS	H1N1 NS1A inhibition	inhibitors of VEEV	PhoP GFP inhibition	tuberculosis growth
COc1ccccc1NC(=O)COC(=O)c1cc([N+](=O)[O-])ccc1N1CCCC1
→ 9%	-7%	7.5%	x	46%
O=C(NCc1cccnc1)c1ccccc1NS(=O)(=O)c1ccc(F)cc1F
→ -4%	-9%	0.4%	-16%	10%
CCOc1cccc(C(=O)NC(=S)Nc2cccc(NC(=O)c3ccccc3Cl)c2)c1
→ 3%	-2%	7.4%	-1%	-2%
COc1cc(OC)cc(C(=O)Nc2ccc(NC(=O)c3ccco3)c(Cl)c2)c1
→ 12%	4%	i	3%	1%
CN1CCN(C(=O)c2ccc(Cl)cc2)CC1
→ 0%	17%	i	0%	-8%
C=CCn1c(SCC(=O)Nc2nccs2)nnc1-c1cc2cccc(OC)c2o1
→ -7%	5%	4.2%	5%	1%
N#Cc1c(F)cccc1N1CCN(Cc2ccc3c(c2)OCO3)CC1
→ 22%	12%	0.9%	11%	33%
CN1CCN(c2nc3c(c(=O)[nH]c(=O)n3C)n2Cc2ccccc2F)CC1
→ -4%	-11%	0.1%	-3%	x
O=C(C[N+]12CCC(CC1)C(O)C2)c1ccc(Br)cc1 (stereo not drawn)
→ -4%	-1%	i	2%	-4%
COc1cc(OC)c(NC(=O)Cc2cccs2)cc1Cl
→ 2%	-3%	0.1%	-3%	10%
O=C(Cc1ccc(Cl)c(Cl)c1)N/N=C/c1cccnc1
→ 4%	-6%	3.2%	10%	5%
CC(=O)Nc1ccc(S(=O)(=O)N2Cc3cnnn3-c3ccccc3C2C#N)cc1 (stereo not drawn)
→ x	0%	i	x	x
c1ccc(OCCCn2nnc(-c3cccnc3)n2)cc1
→ 1%	1%	0.1%	-2%	41%
O=C(COC(=O)c1cnccn1)c1ccc([N+](=O)[O-])cc1
→ 0%	-1%	0.7%	10%	11%
CCC(C)(C)NC(=O)C(c1cccs1)N(C(=O)c1ccn[nH]1)c1ccccc1 (stereo not drawn)
→ 1%	2%	2.4%	-1%	7%
COc1ccc(S(=O)(=O)N2CCCCC2)cc1C(=O)Nc1cc(C)on1
→ 2%	0%	0.5%	0%	-2%
CN(C)c1ccc(S(=O)(=O)NCC(=O)NCc2ccccc2)cc1[N+](=O)[O-]
→ -7%	4%	i	6%	15%
COc1ccc(C(C)=O)cc1CN1C(=O)C(C)N(c2ccc(C)cc2)C1=O (stereo not drawn)
→ -25%	-3%	1.5%	-7%	43%
O=C(CN(CC1CCCO1)C(=O)CNS(=O)(=O)c1ccc(Cl)cc1)NC1CCCCC1 (stereo not drawn)
→ -1%	6%	1.4%	8%	-11%
O=C(COC(=O)c1ccc(S(=O)(=O)N2CCc3ccccc3C2)cc1)NC(=O)NCc1ccco1
→ -4%	0%	3.8%	9%	-6%
COC(=O)c1ccc(Cn2nc(C(F)(F)F)cc2C)cc1
→ -5%	6%	0.9%	11%	-2%
CC1CCCN(C(C(=O)Nc2ccc(C(C)C)cc2)c2ccc3c(c2)OCO3)C1 (stereo not drawn)
→ -7%	-9%	i	-10%	x
CCCN1CCN(CCCNC(=O)c2cc3c(=O)n(C)c4ccccc4c3n2C)CC1
→ 6%	-4%	0.7%	10%	13%
CC(=O)Nc1ccc(Nc2ccc([N+](=O)[O-])cn2)cc1
→ 5%	8%	0.6%	6%	20%
C=CCNC(=S)NS(=O)(=O)c1cccs1
→ -2%	-1%	1.5%	-3%	5%
COc1ccc(N2Cc3ccccc3C2=NC(=O)c2ccc(C)cc2)cc1OC
→ 1%	-6%	1.3%	3%	-13%
Cc1ccc(NC(=O)c2cnccn2)c(C)c1
→ 1%	0%	0.6%	-3%	13%
Cc1cc(C)cc(C(=O)NCc2ccc3c(c2)OCO3)c1
→ -1%	-2%	1.2%	0%	40%
O=C(Nc1cccc(-c2nc3ccccc3s2)c1)c1cc(-n2cnnc2)ccc1Cl
→ 12µM*	3%	1.6%	10%	28%
CN1C(=S)N2CCCN2C1c1ccccc1 (stereo not drawn)
→ -2%	-11%	0.3%	1%	-5%
COC(=O)CSc1nc2ccccc2nc1SCC(=O)OC
→ u	2%	0.6%	10%	u
CNCC(=O)N(CC(C)C)c1c(N)n(CC(C)C)c(=O)[nH]c1=O
→ -7%	-3%	2.3%	1%	-1%
COC(C(=O)Nc1ccc(S(=O)(=O)Nc2ccc(F)cc2)cc1)c1ccccc1 (stereo not drawn)
→ 3%	-1%	3.9%	-6%	31%
COC(=O)c1cc(Br)c(=O)n(-c2ccccc2OC)c1
→ 3%	1%	2.0%	2%	43%
CCn1c(C)c(C(=O)O)c2cc(OC)c3ccccc3c21
→ 19%	-4%	1.8%	-15%	19%
CCN1CCN(C(=O)C2c3cc(OC)c(OC)cc3C(=O)N3CCc4ccccc4C23)CC1 (stereo not drawn)
→ -3%	-2%	0.1%	-2%	2%
Cc1cccc(OCC(=O)NCC(=O)N/N=C/c2cc(Br)ccc2OCc2ccccc2)c1
→ 4%	10%	1.4%	-4%	-11%
C/C(=N\Nc1cccc([N+](=O)[O-])c1)c1cc(F)ccc1O
→ u	18%	i	8%	27%
CC1CN(C(=O)c2ccc(NS(=O)(=O)c3ccc(C(C)(C)C)cc3)cc2)CC(C)O1 (stereo not drawn)
→ x	-4%	0.2%	x	x
COC(=O)C1CC(=O)N(c2ccc(C)cc2)C1 (stereo not drawn)
→ 2%	4%	0.2%	-5%	x
COc1ccc(NC2CCCN(C(=O)c3cccc(C(F)(F)F)c3)C2)cc1OC (stereo not drawn)
→ 3%	-2%	2.4%	-19%	8%
Cc1ccc(Sc2ncccc2O)cc1
→ 52%	9%	0.7%	-1%	-4%
CCc1ccc(NC(=O)[C@H](C)NC(=O)C2CCN(C(=O)[C@@H](N)Cc3ccccc3)CC2)cc1
→ -6%	1%	0.2%	8%	79%
Nn1c(SCC(=O)N2CCOCC2)nnc1-c1ccccc1Cl
→ 0%	0%	2.1%	-8%	2%
Cc1ccc2ncnc(NCCCN3CCOCC3)c2c1
→ -1%	-5%	2.5%	-20%	0%
Cc1cccc2cc(CN(Cc3ccco3)S(=O)(=O)c3ccc4c(c3)OCCO4)c(=O)[nH]c12
→ 0%	-1%	1.9%	-2%	26%
Cc1cc(C)nc(SCC(=O)Nc2ccc(N3CCOCC3)c(Cl)c2)n1
→ 57%	-8%	0.5%	7%	59%
COC(=O)c1ccc2c(=O)n(NC(=O)C(c3ccccc3)c3ccccc3)c(=S)[nH]c2c1
→ -10%	1%	i	0%	1%
CCOC(=O)N1CCC(c2cc(=O)n3[nH]c(-c4ccccc4)cc3n2)CC1
→ -8%	2%	0.5%	-6%	-4%
N=C(CC1CC(=O)NC(=O)C1)C1=C(O)CCCC1=O
→ -4%	20%	0.2%	-8%	-16%

Carrying on.
The line under a structure holds: M. tuberculosis HTS	H1N1 NS1A inhibition	inhibitors of VEEV	PhoP GFP inhibition	tuberculosis growth
COc1ccccc1CCCNC(=O)C1CCC(=O)N(CCN2CCOCC2)C1 (stereo not drawn)
→ -9%	-8%	i	-1%	3%
C#CCOCCOCCOCCNc1nc(N2CCN(C(=O)[C@H]([C@@H](C)CC)n3cc(CCCN=C(N)N)nn3)CC2)nc(N2CCN(C(=O)[C@H]([C@@H](C)CC)n3cc(CCC(=O)O)nn3)CC2)n1
→ x	-7%	0.1%	x	x
Cc1cc(C)n(C(=O)CNC(=O)C(c2ccccc2)c2ccccc2)n1
→ -4%	0%	1.2%	-2%	-7%
COc1cccc(OCCNC(=O)c2ccccc2Sc2ccccc2C#N)c1
→ -4%	-4%	0.8%	-1%	32%
CC(=O)C(Cc1cccc(F)c1)(Cc1cccc(F)c1)C(C)=O
→ -3%	-8%	i	-10%	3%
CC(NC(=O)c1ccccc1Cl)c1ccc(-n2ccnc2)cc1 (stereo not drawn)
→ -6%	-8%	1.7%	-3%	-13%
Cc1ccccc1OCC(=O)Nc1ccc2[nH]ncc2c1
→ 7%	-2%	1.1%	-2%	-3%
CC1(C)CC(NS(=O)(=O)c2ccccc2)CC(C)(C)N1
→ -4%	3%	i	7%	-14%
COC(=O)c1scc(S(C)(=O)=O)c1-n1cccc1
→ -3%	x	0.4%	-6%	-2%
Cc1noc(/C=C/N(C)C)c1S(=O)(=O)N(C)Cc1ccc(F)cc1
→ 11%	-9%	3.3%	7%	61%
CC1=Nc2ccccc2/C1=C/c1c(N)n2c(S(=O)(=O)CC(C)C)nsc2nc1=O
→ x	7%	1.4%	x	x
Cc1nn(-c2ccccc2)c(C)c1N
→ 0%	-9%	1.4%	11%	5%
COc1ccccc1CNC(=O)C1CCCN(S(=O)(=O)c2cnc[nH]2)C1 (stereo not drawn)
→ 2%	-1%	1.3%	5%	x
C=CCN1C(=O)N(c2ccccc2)C(=O)C1CC(=O)Nc1ccc(OC)cc1 (stereo not drawn)
→ -25%	6%	2.4%	-9%	0%
COc1cccc(CNC(=O)C2CCCN(c3cnccn3)C2)c1 (stereo not drawn)
→ 1%	4%	i	3%	6%

Gathered by group: the compounds so far with a COOH group
The line under a structure holds: M. tuberculosis HTS	H1N1 NS1A inhibition	inhibitors of VEEV	PhoP GFP inhibition	tuberculosis growth
CCn1c(C)c(C(=O)O)c2cc(OC)c3ccccc3c21
→ 19%	-4%	1.8%	-15%	19%
C#CCOCCOCCOCCNc1nc(N2CCN(C(=O)[C@H]([C@@H](C)CC)n3cc(CCCN=C(N)N)nn3)CC2)nc(N2CCN(C(=O)[C@H]([C@@H](C)CC)n3cc(CCC(=O)O)nn3)CC2)n1
→ x	-7%	0.1%	x	x
